# TWEAK-Fn14 inh: inhibitors of TWEAK-Fn14 signaling, primary screen, luciferase reporter cells, uHTS; AID 1159606, 2016; 360,000 tested, 2% active; inhibition, % at 10 µM; TWEAK-stimulated Fn14 reporter cells, luciferase luminescence, 8 h; in the data active = inhibition above about 50%
# NOD2 RIPK2 PPI: NOD2-RIPK2 binding disruptors in cells, primary screen, fluorescence, CHO cells, BLA complementation. 360,000 tested, 0.38% active. Receptor-interacting serine/threonine-protein kinase 2 (Homo sapiens), O43353. CCF4 ratio. inhibition, % at 4.98 µM. AID 624267, 2012; in the data active = inhibition above about 21%;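 note: 0% = vehicle only and 100% = reference blocker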
# TROY signal inh: inhibitors of TROY-driven NF-kB signaling, primary screen, Q293 LMP1-TROYcd cells, NF-kB luciferase, uHTS | Q293 LMP1-TROYcd NF-kB luciferase reporter, 4 h | inhibition, % at 10 µM | 360,000 tested, 0.98% active | AID 1347056, 2019;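 active = compounds whose plate-normalised and pattern-corrected inhibition of the luciferase reporter signal at the single screening dose is 50% or more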
# LRH-1 inv ag: LRH-1 (NR5A2) inverse agonists, primary screen, cell-based, luminescence, HEK293T, StAR-luciferase reporter. LRH-1 transfected, 24 h. inhibition, % at 3.6 µM. Nuclear receptor subfamily 5 group A member 2 (Homo sapiens), O00482. 360,000 tested, 0.13% active. AID 602396, 2012;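 active = inhibition above the mean inhibition of all tested compounds plus 3 SD, cut at about 73% in these data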;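 note: 0% = DMSO wells and 100% = reporter-only cells lacking LRH-1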
# NCOA2 inhibitor: inhibition of GAL4-SRC2 driven luciferase reporter, primary screen, SRC2 inhibitor project, cell-based, luminescence; inhibition, % at 9 µM; HEK293 GAL4-SRC2 luciferase reporter; Nuclear receptor coactivator 2 (Homo sapiens), Q15596; 370,000 tested, 0.17% active;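 active = inhibition above the mean inhibition of all tested compounds plus 3 SD, set per campaign, cut at about 52% in these data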;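 note: 0% = DMSO treated cells and 100% = cells given Gossypol at 36 µM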
# COUP-TFII inh: NR2F2 transcriptional activity inhibitors, primary screen, cell-based, luciferase reporter, HEK293T, luminescence. COUP transcription factor 2 (Homo sapiens), P24468. HEK293T NGFI-A luciferase reporter. inhibition, % at 8.6 µM. 370,000 tested, 0.7% active;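 active = inhibition above a per-plate cutoff, mean inhibition of test wells between control levels plus 3 SD, cut at about 38% in these data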;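 note: cells cotransfected with COUP-TFII expression vector driving the NGFI-A reporter; 0% = median of COUP-TF2 test wells and 100% = reporter-only cells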
# TLR9-MyD88 inh: inhibitors of TLR9-MyD88 association in cells, primary screen, cell-based, CHO, BLA complementation, fluorescence; Toll-like receptor 9 (Homo sapiens) + Myeloid differentiation primary response protein …; CCF4 FRET ratio; inhibition, % at 4.98 µM; 340,000 tested, 0.21% active; AID 504734, 2011;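 active = inhibition above the mean over all tested compounds plus 3 SD, cut at about 21% in these data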;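 note: 0% = DMSO only wells and 100% = clavulanate BLA inhibitor control wells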
# NCOA1 inh: SRC1 coactivator transcriptional activity inhibitors, primary screen, cell-based, luminescence. inhibition, % at 3.6 µM. HEK293 GAL4-SRC1 luciferase reporter. 360,000 tested, 0.12% active. Nuclear receptor coactivator 1 (Homo sapiens), Q15788. AID 588354, 2011;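 active = inhibition above the campaign mean plus 3 SD, with each screening campaign given its own cutoff, cut at about 60% in these data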;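 note: 0% = DMSO treated cells and 100% = gossypol at 36 µM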
# TRAIL sens C8: viability loss with TRAIL in NB7+C8 cells, primary screen, TRAIL sensitizer project, cell-based, ATPlite luminescence; 360,000 tested, 1% active; AID 624354, 2012; inhibition (viability loss, TRAIL sensitization), % at 10 µM;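 active = compounds causing at least 50% loss of cell viability in the single-dose screen, relative to plate controls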
# NCOA3 inh: SRC3 coactivator transcriptional activity inhibitors, primary screen, cell-based, luminescence; inhibition, % at 3.6 µM; HEK293 GAL4-SRC3 luciferase reporter; Nuclear receptor coactivator 3 (Homo sapiens), Q9Y6Q9; 360,000 tested, 0.17% active;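 active = inhibition above a per-campaign cutoff, the mean of all compounds plus 3 SD, cut at about 60% in these data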;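 note: 0% = DMSO-treated cells and 100% = gossypol-treated cells at 36 µM; higher means less SRC3-driven luciferase light from the GAL4 reporter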
# Target sequence (Q9Y6Q9 whole entry, looked up, the tested form may be a part): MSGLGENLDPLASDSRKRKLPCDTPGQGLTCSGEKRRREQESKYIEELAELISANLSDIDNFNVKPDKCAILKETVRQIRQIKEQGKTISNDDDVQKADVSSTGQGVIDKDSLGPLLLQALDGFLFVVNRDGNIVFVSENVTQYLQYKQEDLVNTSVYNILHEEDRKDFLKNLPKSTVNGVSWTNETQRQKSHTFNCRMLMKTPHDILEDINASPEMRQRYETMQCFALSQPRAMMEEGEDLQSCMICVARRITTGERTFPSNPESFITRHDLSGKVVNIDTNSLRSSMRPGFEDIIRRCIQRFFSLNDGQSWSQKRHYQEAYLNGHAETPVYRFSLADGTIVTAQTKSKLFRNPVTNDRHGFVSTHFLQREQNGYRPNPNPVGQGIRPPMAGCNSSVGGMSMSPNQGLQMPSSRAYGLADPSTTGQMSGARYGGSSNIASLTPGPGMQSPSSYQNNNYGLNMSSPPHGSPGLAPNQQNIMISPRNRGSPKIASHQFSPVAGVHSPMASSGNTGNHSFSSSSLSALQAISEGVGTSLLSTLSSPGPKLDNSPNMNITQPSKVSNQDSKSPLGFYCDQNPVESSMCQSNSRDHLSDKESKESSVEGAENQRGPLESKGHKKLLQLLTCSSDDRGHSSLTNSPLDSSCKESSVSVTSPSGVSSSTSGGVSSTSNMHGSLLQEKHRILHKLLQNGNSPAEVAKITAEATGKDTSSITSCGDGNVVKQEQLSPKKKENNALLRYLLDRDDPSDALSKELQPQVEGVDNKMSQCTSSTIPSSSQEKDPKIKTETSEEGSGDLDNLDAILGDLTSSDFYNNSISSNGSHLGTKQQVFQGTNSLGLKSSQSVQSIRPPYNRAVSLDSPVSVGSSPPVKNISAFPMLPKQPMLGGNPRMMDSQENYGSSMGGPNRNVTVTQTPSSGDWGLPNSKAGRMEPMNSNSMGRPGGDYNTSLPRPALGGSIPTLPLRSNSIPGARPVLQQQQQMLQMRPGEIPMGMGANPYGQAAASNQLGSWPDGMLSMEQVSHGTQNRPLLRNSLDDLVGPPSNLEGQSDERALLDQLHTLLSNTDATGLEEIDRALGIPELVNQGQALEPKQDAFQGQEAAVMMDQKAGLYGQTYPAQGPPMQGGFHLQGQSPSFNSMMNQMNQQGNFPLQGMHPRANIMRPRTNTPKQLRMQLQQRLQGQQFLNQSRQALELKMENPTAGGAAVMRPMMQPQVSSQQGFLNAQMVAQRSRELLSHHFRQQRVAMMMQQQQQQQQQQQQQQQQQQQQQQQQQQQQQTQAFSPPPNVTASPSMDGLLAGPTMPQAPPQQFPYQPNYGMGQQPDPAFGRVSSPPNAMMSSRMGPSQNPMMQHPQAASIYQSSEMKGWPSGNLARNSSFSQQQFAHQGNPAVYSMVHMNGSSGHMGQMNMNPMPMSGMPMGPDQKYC
# EBV LMP1 NFkB: EBV LMP1-driven NF-kappaB luciferase reporter inhibitors, primary screen, cell-based, luminescence, single point | LMP1-induced NF-kappaB luciferase reporter cells | inhibition, % at 12.5 µM | 350,000 tested, 0.69% active; in the data active = inhibition above about 41%;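 note: 0% = neutral control wells and 100% = reference inhibitor control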
# * hit, by the source's call; · = no result given.
1. Cc1ccc(CCNC(=O)C2CCCN(S(=O)(=O)c3cccc4nsnc34)C2)cc1 (configuration not stated)
2. COc1cc(C2NC(=O)NC(C)=C2C(=O)OC2CCCC(C)C2)ccc1O (configuration not stated)
3. CC(=O)Nc1ccc(NC(=O)C2CC(=O)N(c3cccc(C)c3C)C2)cc1 (configuration not stated)
4. S=C(c1ccc(N2CCCC2)c(Br)c1)N1CCCCC1
5. COCCCNC(=O)c1ccc(Cn2c(=O)c3ccccc3n(Cc3cc(C)ccc3C)c2=O)cc1
6. Cc1ccc(S(=O)(=O)N(CC(=O)N/N=C/c2cccc(Cl)c2)c2cccc3cccnc23)cc1
7. CCOc1ccc(C(=O)NCC(=O)N2CCC(C)CC2)cc1OCC
8. CCN1CCN(S(=O)(=O)c2ccc(Cl)c(C(=O)NCCOc3ccc(C)cc3)c2)CC1

compound no.,1,2,3,4,5,6,7,8
NCOA3 inh,13,-7,4,-1,2,-8,6,2
NCOA1 inh,-3,4,17,-27,-7,-6,-4,-2
TWEAK-Fn14 inh,4,-14,-5,31,-13,-36,-16,-17
TLR9-MyD88 inh,6,5,2,0,-5,3,-2,4
EBV LMP1 NFkB,4,-1,2,-3,13,-3,1,2
TRAIL sens C8,-5,-17,-6,3,2,3,5,-6
LRH-1 inv ag,1,-4,20,-2,16,0,7,19
NOD2 RIPK2 PPI,4,-6,1,-4,1,5,-3,-10
NCOA2 inhibitor,17,-10,6,26,12,-23,18,-19
COUP-TFII inh,-14,-24,0,-14,6,1,13,17
TROY signal inh,-8,3,6,-17,14,8,-25,-23

9. Cc1ccccc1Cn1ccc(NC(=O)c2nn3cccnc3c2Cl)n1
10. O=C(Nc1ccc2c(c1)OCO2)c1c(F)c(F)c(F)c(F)c1F
11. COCCn1c(SCC(=O)c2ccc(Cl)cc2)nnc1C(C)C
12. CC(C)Oc1ccc(N2CC(C(=O)NC3=NCCS3)CC2=O)cc1 (configuration not stated)
13. O=S(=O)(NCc1ccccc1)c1ccc(Cl)cc1
14. Cc1cc(C(=O)CSc2nncn2C)c(C)n1-c1ccccc1
15. C1=CC2CC1CC2CN1CCN(c2ccccc2)CC1 (configuration not stated)
16. Fc1ccc(Oc2ccc3nnc(C(F)(F)F)n3n2)cc1

compound no.,9,10,11,12,13,14,15,16
NCOA3 inh,-5,1,19,5,16,-69,18,-10
NCOA1 inh,-13,-5,-1,-14,2,-111,-2,3
TWEAK-Fn14 inh,-12,11,-12,1,-3,26,-1,5
TLR9-MyD88 inh,8,5,5,4,4,0,4,5
EBV LMP1 NFkB,1,-12,3,0,-6,0,-10,-9
TRAIL sens C8,0,-11,4,-4,-17,40,0,1
LRH-1 inv ag,-39,13,-3,12,4,-169,6,-7
NOD2 RIPK2 PPI,7,-6,-7,-3,-2,-4,3,5
NCOA2 inhibitor,10,20,-16,8,-3,-68,·,-55
COUP-TFII inh,-15,6,8,-34,8,-37,·,-15
TROY signal inh,-33,-15,-16,-26,1,-28,-1,13

# Excerpt: nos. 9–11
9. Cc1ccccc1Cn1ccc(NC(=O)c2nn3cccnc3c2Cl)n1
10. O=C(Nc1ccc2c(c1)OCO2)c1c(F)c(F)c(F)c(F)c1F
11. COCCn1c(SCC(=O)c2ccc(Cl)cc2)nnc1C(C)C

compound no.,9,10,11
NCOA3 inh,-5,1,19
NCOA1 inh,-13,-5,-1
TWEAK-Fn14 inh,-12,11,-12
TLR9-MyD88 inh,8,5,5
EBV LMP1 NFkB,1,-12,3
TRAIL sens C8,0,-11,4
LRH-1 inv ag,-39,13,-3
NOD2 RIPK2 PPI,7,-6,-7
NCOA2 inhibitor,10,20,-16
COUP-TFII inh,-15,6,8
TROY signal inh,-33,-15,-16

# Continuation.
17. CCCN(C(=O)CSCc1c(C)noc1C)c1c(N)n(Cc2ccccc2)c(=O)[nH]c1=O
18. Cc1ccnc(NC(=O)c2ccc(S(=O)(=O)N3CCC(C)CC3)cc2)c1
19. Cc1c(C(=O)NCc2ccc3c(c2)OCO3)oc2ccc(S(=O)(=O)N3CCCCC3)cc12
20. CCc1ccc(-c2cc(C)no2)cc1S(=O)(=O)N1CCN(c2ccccc2F)CC1
21. COc1ccccc1CNC(=O)COC(=O)c1ncc(Cl)c(Cl)c1Cl
22. COCc1cc(=O)n2[nH]c(-c3ccsc3-n3c(C)ccc3C)cc2n1
23. O=C(C#Cc1ccccc1)c1ccc([N+](=O)[O-])cc1
24. CCCCOc1ccc(/C=C2/Sc3ccccc3C2=O)cc1

compound no.,17,18,19,20,21,22,23,24
NCOA3 inh,9,-105,26,-19,-10,6,-9,-2
NCOA1 inh,-65,-107,20,14,-7,1,-26,-17
TWEAK-Fn14 inh,-1,43,59*,3,6,3,8,-2
TLR9-MyD88 inh,3,-7,2,1,-4,0,-4,9
EBV LMP1 NFkB,9,-20,11,8,-11,-9,26,-15
TRAIL sens C8,-9,19,40,26,12,-8,20,2
LRH-1 inv ag,-6,-134,7,12,-17,-7,-17,-5
NOD2 RIPK2 PPI,-1,-1,-4,3,5,-7,4,0
NCOA2 inhibitor,-5,-59,11,-6,-11,-5,15,17
COUP-TFII inh,14,-27,33,0,-1,1,-27,9
TROY signal inh,7,36,16,3,-32,26,36,5

25. CCCS(=O)(=O)NC(=O)C1(C)CCN(C(=O)c2c(-c3ccccc3)noc2C)C1 (configuration not stated)
26. COc1ccc(NC(=O)CCNC(C)=O)cc1NS(=O)(=O)c1ccc(F)cc1
27. COc1c(Cl)cc(Cl)cc1/C=N/n1cnnc1
28. O=C(CN(C(=O)CSc1nc2ccccc2o1)c1cccc(F)c1)NC1CCCCC1
29. C[C@H]1COC(=O)[C@H](CC(=O)OC(C)(C)C)C/C=C\C[C@@H](CC(=O)N[C@@H](CO)Cc2ccccc2)C(=O)N1
30. Cn1cc(C(=O)N2CCN(C(=O)c3ccco3)CC2)c2c3ccccc3n(C)c2c1=O
31. COc1ccc(C2CC(c3ccccc3)=NN2C(=O)CCC(=O)O)cc1 (configuration not stated)
32. COc1ccc(Cn2cc(CN3CC(N4CCN(Cc5ccccc5F)CC4)CS3(=O)=O)nn2)cc1 (configuration not stated)

compound no.,25,26,27,28,29,30,31,32
NCOA3 inh,-17,0,1,10,-7,3,-4,·
NCOA1 inh,-5,5,3,-20,-11,3,-3,·
TWEAK-Fn14 inh,-23,7,2,4,-16,2,-3,2
TLR9-MyD88 inh,·,3,6,-1,-3,3,-10,·
EBV LMP1 NFkB,·,6,-4,-3,8,-5,4,·
TRAIL sens C8,0,2,1,-3,-15,-23,-3,-20
LRH-1 inv ag,-5,11,-9,-18,9,1,-4,-16
NOD2 RIPK2 PPI,-8,0,-7,-7,-5,11,-2,-10
NCOA2 inhibitor,7,-3,10,3,-3,-10,-14,-20
COUP-TFII inh,16,4,6,7,8,18,10,12
TROY signal inh,-6,0,-2,2,3,9,-19,18

33. COc1cccc(NC(=O)COC(=O)c2cc(S(=O)(=O)N3CCOCC3)ccc2C)c1
34. COc1ccc(C(=O)C[n+]2ccc3c(c2)nc(-c2ccccc2)n3C)cc1
35. CCCCNc1c([N+](=O)[O-])cc(C(=O)O)cc1[N+](=O)[O-]
36. CSC(=O)NC12CC3CC(CC(C)(C3)C1)C2
37. COc1nc(NCC(C)C)nc(Oc2ccc(=O)n(-c3ccccc3)n2)n1
38. CC1CCN(S(=O)(=O)c2ccc(C(=O)NNC(=O)C3CC3)cc2)CC1
39. CC1CCN(S(=O)(=O)c2ccc3c(ccn3CC(=O)O)c2)CC1
40. COC(=O)C(=Cc1ccc(-c2ccsc2C(=O)OC)o1)C(=O)OC

compound no.,33,34,35,36,37,38,39,40
NCOA3 inh,-3,20,-8,-3,-6,25,11,4
NCOA1 inh,-7,15,-8,-13,-22,10,-10,-37
TWEAK-Fn14 inh,8,3,8,6,2,20,18,26
TLR9-MyD88 inh,-9,4,8,10,11,2,-1,-7
EBV LMP1 NFkB,3,-2,-1,5,1,6,-3,6
TRAIL sens C8,-2,11,-14,-16,-7,2,-18,28
LRH-1 inv ag,-8,21,5,14,2,11,-17,-7
NOD2 RIPK2 PPI,0,5,-18,5,-7,0,-8,9
NCOA2 inhibitor,5,14,-4,12,-4,-31,-2,-8
COUP-TFII inh,-1,-6,-12,1,-5,-11,-5,1
TROY signal inh,-27,-8,1,17,-21,16,-11,-27

41. CCOc1ccccc1CNc1ccc(N2CCOCC2)c(C(=O)O)c1
42. COc1ccc(CCNC(=O)CCC(=O)NC2CCCC(C)C2C)cc1OC (configuration not stated)
43. O=C(N/N=C1\CCCc2ccccc21)c1cccc(Br)c1
44. CC(=O)N1c2ccc(S(=O)(=O)N3CCC(C(=O)NCc4ccc(N(C)C)cc4)CC3)cc2CC1C (configuration not stated)
45. Cc1cc(N(CN2CCCC2=O)C(=O)c2ccc(F)cc2)no1
46. Cc1ccc(C(=O)Nn2cnnc2)cc1[N+](=O)[O-]
47. Cc1ccc(/C=C2\Oc3cc(OC(=O)N4CCOCC4)ccc3C2=O)cc1
48. CCn1c(SCC(=O)Nc2ccccc2C(=O)OC)nnc1-c1cccc(C)c1
49. O=C(COC(=O)c1cc(=O)[nH]c2ccccc12)NCCc1ccccc1

compound no.,41,42,43,44,45,46,47,48,49
NCOA3 inh,15,-16,-38,-34,9,-6,13,3,13
NCOA1 inh,-10,-7,-23,-3,-3,4,-33,-1,-8
TWEAK-Fn14 inh,11,0,-15,-35,8,0,5,-9,-9
TLR9-MyD88 inh,8,-5,2,4,-4,-4,-1,-7,0
EBV LMP1 NFkB,1,3,-10,-1,1,-10,3,-5,-1
TRAIL sens C8,8,3,5,-4,0,17,-13,-17,-4
LRH-1 inv ag,-5,5,-46,14,0,3,7,2,-3
NOD2 RIPK2 PPI,-3,-2,6,9,0,1,4,-5,-1
NCOA2 inhibitor,·,22,-10,10,7,-5,-26,10,-38
COUP-TFII inh,·,17,-13,-4,5,-3,19,14,-9
TROY signal inh,-2,-3,-14,-2,-1,4,-24,16,-1

# An excerpt from above in order of molar mass, smallest number first.
45. Cc1cc(N(CN2CCCC2=O)C(=O)c2ccc(F)cc2)no1
47. Cc1ccc(/C=C2\Oc3cc(OC(=O)N4CCOCC4)ccc3C2=O)cc1
42. COc1ccc(CCNC(=O)CCC(=O)NC2CCCC(C)C2C)cc1OC (configuration not stated)

compound no.,45,47,42
NCOA3 inh,9,13,-16
NCOA1 inh,-3,-33,-7
TWEAK-Fn14 inh,8,5,0
TLR9-MyD88 inh,-4,-1,-5
EBV LMP1 NFkB,1,3,3
TRAIL sens C8,0,-13,3
LRH-1 inv ag,0,7,5
NOD2 RIPK2 PPI,0,4,-2
NCOA2 inhibitor,7,-26,22
COUP-TFII inh,5,19,17
TROY signal inh,-1,-24,-3

# Screening results as filed in PubChem BioAssay.

# Not all compounds are listed, so the mix of outcomes need not match the whole.
